# NFkB SMM – binders of human NF-kappa-B p105; 17,000 tested, 1.3% active; calls only; AID 624139; P19838; Small molecule microarray, anti-His fluorescence binding;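 active = spot fluorescence over background significantly raised, with a chance value under 7% in all four replicate spots of the compound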;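 also: probe protein is his-tagged human p50 processed subunit at 1 µg/ml; raw spot fluorescence signals with no normalization applied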
# Target sequence (P19838 1-433 limits assumed): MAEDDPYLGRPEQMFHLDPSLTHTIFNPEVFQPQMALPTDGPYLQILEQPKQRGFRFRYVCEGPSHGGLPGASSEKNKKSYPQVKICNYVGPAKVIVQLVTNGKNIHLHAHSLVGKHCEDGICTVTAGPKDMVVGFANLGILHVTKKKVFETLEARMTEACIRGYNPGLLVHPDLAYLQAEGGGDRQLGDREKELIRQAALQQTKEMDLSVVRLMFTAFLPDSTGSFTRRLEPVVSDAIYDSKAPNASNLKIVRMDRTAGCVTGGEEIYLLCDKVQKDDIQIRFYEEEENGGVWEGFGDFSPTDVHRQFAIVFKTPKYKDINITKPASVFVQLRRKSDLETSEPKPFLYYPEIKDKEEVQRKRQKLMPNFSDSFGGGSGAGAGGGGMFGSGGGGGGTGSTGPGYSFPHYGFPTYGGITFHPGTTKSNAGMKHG
# Calls only; i = inactive; + = active, no number. Not all compounds are listed; the hit share may differ from the screen's.
SMILES,NFkB SMM
C[C@@H]1CCCCO[C@@H](CN(C)C(=O)Nc2cccc3ccccc23)[C@H](C)CN([C@@H](C)CO)C(=O)c2cc(NC(=O)c3ccncc3)ccc2O1,+
CCCCCCCCCC(=O)N[C@H](CN1CCOCC1)[C@H](O)c1ccccc1,i
CCN(CC)CC(O)Cn1c(-c2ccccc2Cl)nc2ccccc21 (centres undefined),i
COc1ccc(S(=O)(=O)N(C)C[C@@H]2Oc3ccc(NC(=O)Cn4cnnn4)cc3C(=O)N([C@@H](C)CO)C[C@H]2C)cc1,i
COc1ccc(NC(=O)C2CCC(=O)N2S(=O)(=O)c2ccc(C)cc2)c(OC)c1 (centres undefined),i
C[C@H](CO)N1C[C@H](C)[C@H](CN(C)Cc2ccncc2)Oc2ncc(-c3ccccc3)cc2C1=O,i
C[C@@H]1CCCCO[C@H](CN(C)C(=O)c2ccncc2)[C@@H](C)CN([C@H](C)CO)C(=O)c2cc(NS(=O)(=O)c3ccccc3)ccc2O1,i
C[C@@H]1CCCCO[C@H](CN(C)S(=O)(=O)c2ccccc2)[C@H](C)CN([C@H](C)CO)C(=O)c2cc(NS(C)(=O)=O)ccc2O1,i
COc1cc(O)c2c(c1)C1=C[C@H](O)[C@@H](O)C[C@]1(C)OC2=O,i
C[C@@H]1CCCCO[C@H](CN(C)C(=O)C2CCCCC2)[C@H](C)CN([C@@H](C)CO)C(=O)c2cc(NC(=O)Nc3ccccc3)ccc2O1,i
O=C(NCCc1c[nH]c2ccccc12)Nc1ccc(Cl)c(Cl)c1,i
CNC[C@H]1Oc2ccc(NC(=O)CCC(F)(F)F)cc2CC(=O)N([C@H](C)CO)C[C@H]1C,i
O=C(OC[C@@H]1[C@H]2c3ccccc3O[C@]1(CO)N=C1Sc3ccc([N+](=O)[O-])cc3C(=O)N12)c1ccccc1,i
CC(=O)OC(c1nc2ccccc2c(=O)n1C1CC2(OC1=O)c1ccccc1N1C(=O)C(C)(C)N(O)C12)C(C)C (centres undefined),i
C[C@@H]1CN([C@H](C)CO)C(=O)c2cc(NC(=O)Nc3ccc(F)cc3)ccc2O[C@@H]1CN(C)Cc1ccc2c(c1)OCO2,i
Cc1noc(C)c1NC(=O)Nc1cccc2c1O[C@@H](CN(C)Cc1ccc(Cl)c(Cl)c1)[C@H](C)CN([C@H](C)CO)C2=O,i
C[C@@H]1CN([C@@H](C)CO)C(=O)c2cccc(NC(=O)c3ccncc3)c2O[C@@H]1CN(C)Cc1ccc(C(=O)O)cc1,i
Cc1ccc(C(=O)CSc2nc3sc(C)c(C)c3c(=O)[nH]2)cc1,i
OC[C@H]1O[C@@H](OC(CCCCc2ccc(O)cc2)CCc2ccc(O)cc2)[C@H](O)[C@@H](O)[C@@H]1O (some centres undefined),i
CC1(C)S[C@@H]2[C@H](NC(=O)C3(N)CCCCC3)C(=O)N2[C@H]1C(=O)O,i
CNC[C@@H]1Oc2ccc(NC(=O)CCN3CCOCC3)cc2CC(=O)N([C@@H](C)CO)C[C@H]1C,i
CNC[C@@H]1Oc2c(NC(=O)C3CCOCC3)cccc2C(=O)N([C@H](C)CO)C[C@@H]1C,i
COC(=O)CCC(=O)Nc1cc([N+](=O)[O-])ccc1OC,i
C[C@H]1CN([C@@H](C)CO)C(=O)c2cccc(NC(=O)NC3CCCCC3)c2O[C@H]1CN(C)S(=O)(=O)c1ccc(Cl)cc1,i
C[C@H]1CN([C@@H](C)CO)C(=O)c2cccc(NC(=O)C3CCOCC3)c2O[C@@H]1CN(C)C(=O)Nc1ccccc1,i
# New compounds follow:
SMILES,NFkB SMM
Cc1noc(C)c1NC(=O)N(C)C[C@@H]1OCCCC[C@H](C)Oc2ccc(NC(=O)c3ccncc3)cc2C(=O)N([C@H](C)CO)C[C@@H]1C,i
O=C(O)CCNC(=O)c1ccc(C#CC2(O)CCCCC2)cc1,i
Cc1ccc(S(=O)(=O)N(C)C[C@H]2Oc3ccc(NC(=O)CCC(F)(F)F)cc3CC(=O)N([C@@H](C)CO)C[C@H]2C)cc1,i
C[C@H]1CCCCO[C@@H](CN(C)C(=O)CCC(F)(F)F)[C@@H](C)CN([C@@H](C)CO)C(=O)c2cc(N(C)C)ccc2O1,i
Cc1noc(C)c1S(=O)(=O)N(C)C[C@H]1OCCCC[C@@H](C)Oc2ccc(N(C)C)cc2C(=O)N([C@@H](C)CO)C[C@@H]1C,+
COc1ccc(NC(=O)Nc2ccc3c(c2)C(=O)N([C@@H](C)CO)C[C@H](C)[C@H](CN(C)C)O3)cc1,i
CC(=O)c1cn(CC(=O)Nc2cccc(C(F)(F)F)c2)c2ccccc12,i
COc1ccc(S(=O)(=O)N(C)C[C@@H]2Oc3ccc(NC(=O)CCN4CCOCC4)cc3C(=O)N([C@@H](C)CO)C[C@@H]2C)cc1,i
Cc1cc(Br)ccc1OCC(=O)NC(=S)Nc1ccccc1C(N)=O,i
COC(CCc1ccc(O)c(O)c1)CC(=O)CCc1ccc(O)c(O)c1 (centres undefined),i
CC(C)NC(=O)N(C)C[C@@H]1OCCCC[C@@H](C)Oc2ccc(NC(=O)c3ccccc3)cc2C(=O)N([C@H](C)CO)C[C@H]1C,i
CNC[C@@H]1OCCCC[C@H](C)Oc2ccc(NS(=O)(=O)c3cccs3)cc2C(=O)N([C@@H](C)CO)C[C@H]1C,i
C[C@H](CO)N1C[C@H](C)[C@H](CN(C)C(=O)C2CCCCC2)OCCCC[C@H](C)Oc2ccc(NS(=O)(=O)c3ccccc3)cc2C1=O,i
C[C@@H]1CN([C@H](C)CO)C(=O)CCCn2cc(nn2)CO[C@@H]1CN(C)Cc1ccc(Cl)c(Cl)c1,i
COc1ccc([Si](C)(C)[C@H]2[C@H](CCn3cc([C@H](O)c4ccccc4)nn3)O[C@@]3(C(=O)N(Cc4cccc(N5CCC5=O)c4)c4ccccc43)[C@@H]2C)cc1,i
C[C@H](CO)N1C[C@H](C)[C@@H](CN(C)C(=O)Nc2ccc3c(c2)OCO3)Oc2c(NS(=O)(=O)c3ccccc3)cccc2C1=O,i
CNC[C@@H]1Oc2ccc(NC(=O)Nc3ccc4c(c3)OCO4)cc2C(=O)N([C@@H](C)CO)C[C@@H]1C,i
Cc1cc(C)n(CC(O)Cn2ccc3ccccc32)n1 (centres undefined),+
C[C@@H]1CN([C@@H](C)CO)C(=O)c2cc(NS(=O)(=O)c3ccc(Cl)cc3)ccc2O[C@H]1CN(C)C(=O)Nc1ccc2c(c1)OCO2,i
Cc1noc(C)c1S(=O)(=O)N(C)C[C@H]1Oc2ccc(N(C)C)cc2CC(=O)N([C@H](C)CO)C[C@@H]1C,i
Cc1cc(=O)[nH]c(SCC(=O)c2ccccc2)n1,i
C[C@H]1CN([C@@H](C)CO)C(=O)Cc2cc(NS(=O)(=O)c3ccccc3)ccc2O[C@H]1CN(C)S(=O)(=O)c1ccc(F)cc1,i
COc1cc(OC)c(NC(=O)Cc2ccccc2[N+](=O)[O-])cc1Cl,i
C[C@@H]1CN([C@@H](C)CO)C(=O)Cc2cc(NC(=O)NC3CCCCC3)ccc2O[C@@H]1CN(C)Cc1ccc2c(c1)OCO2,i
COc1cccc(-c2cc(C#N)c(NC(=O)c3cccc([N+](=O)[O-])c3)o2)c1,i
# New compounds follow
SMILES,NFkB SMM
C#Cc1ccc([C@H]2C=C(C(=O)N3CCN(Cc4ccc5c(c4)OCO5)CC3)O[C@@H](OCc3ccc(CO)cc3)C2)cc1,i
COc1cccc2oc(-c3ccccc3)cc(=O)c12,i
C[C@@H]1CCCCO[C@H](CN(C)S(=O)(=O)c2ccc(F)cc2)[C@@H](C)CN([C@@H](C)CO)C(=O)c2cc(NC(=O)CCC(F)(F)F)ccc2O1,i
COc1ccc(Cl)cc1NC(=O)CN(Cc1ccccc1)S(C)(=O)=O,i
C[C@H](CO)N1C[C@H](C)[C@H](CN(C)Cc2ccccc2)Oc2ncc(C#CCN(C)C)cc2C1=O,i
COCc1nc2c([nH]1)c(=O)n(C)c(=O)n2CC(C)C,i
C[C@@H]1CN([C@H](C)CO)C(=O)c2cc(NC(=O)C3CC3)ccc2O[C@H]1CN(C)C(=O)Nc1ccccc1,i
COc1nnc(-c2ccc(N3CCOCC3)c(NS(=O)(=O)c3ccc(Cl)cc3)c2)c2ccccc12,i
Cc1noc(C)c1NC(=O)N(C)C[C@@H]1Oc2ccc(N(C)C)cc2CC(=O)N([C@H](C)CO)C[C@H]1C,i
C[C@@H]1CCCCO[C@@H](CN(C)C(=O)Nc2ccccc2)[C@@H](C)CN([C@H](C)CO)C(=O)c2cc(NC(=O)c3ccccc3)ccc2O1,i
C[C@@H]1CN([C@H](C)CO)C(=O)c2cccc(N(C)C)c2O[C@H]1CN(C)C(=O)NC1CCCCC1,i
C[C@H]1CCCCO[C@@H](CN(C)Cc2ccccc2)[C@@H](C)CN([C@@H](C)CO)C(=O)c2cc(NC(=O)CCC(F)(F)F)ccc2O1,i
C[C@@H]1CN([C@H](C)CO)C(=O)Cc2cc(NC(=O)Nc3ccc(F)cc3)ccc2O[C@@H]1CN(C)C(=O)NC1CCCCC1,i
Cc1cc(C(=O)Nc2cccc3c2O[C@H](CN(C)S(=O)(=O)c2cccs2)[C@@H](C)CN([C@@H](C)CO)C3=O)n(C)n1,i
COc1ccc(NC(=O)Nc2ccc3c(c2)C(=O)N([C@@H](C)CO)C[C@@H](C)[C@H](CN(C)Cc2ccc(C(=O)O)cc2)OCCCC[C@@H](C)O3)cc1,i
C[C@@H]1CN([C@@H](C)CO)C(=O)Cc2cc(NC(=O)Nc3ccc(F)cc3)ccc2O[C@@H]1CN(C)S(=O)(=O)c1cccs1,i
CS(=O)(=O)N(CC(=O)Nc1ccccc1F)c1ccc(F)cc1,i
Cc1ccc(S(=O)(=O)NC(=O)COc2cccc3ccccc23)c(C)c1,i
C[C@H](CO)N1C[C@H](C)[C@@H](CN(C)C(=O)CCC(F)(F)F)OCCCC[C@H](C)Oc2ccc(NS(=O)(=O)c3ccc(F)cc3)cc2C1=O,+
C[C@@H]1CCCCO[C@@H](CN(C)C)[C@@H](C)CN([C@H](C)CO)C(=O)c2cc(NC(=O)C3CCCCC3)ccc2O1,i
C/C=C/C1=C(Cl)C(=O)[C@@H](O)[C@@]1(O)C(=O)OC,+
CCO[C@@H]1OC(C(=O)NC2CC2)=C[C@H](c2ccc(C(F)(F)F)cc2)[C@H]1CCCO,i
Cc1noc(C)c1NC(=O)Nc1ccc2c(c1)C(=O)N([C@@H](C)CO)C[C@@H](C)[C@@H](CN(C)C(=O)NC(C)C)O2,i
CCn1c(SCC(=O)Nc2cccc(OC)c2)nc2scc(-c3ccccc3)c2c1=O,i
C[C@H](CO)N1C[C@H](C)[C@@H](CN(C)Cc2ccncc2)OCc2cn(nn2)CCCC1=O,i

# Part of the list above, bar-delimited:
Molecule | NFkB SMM
COc1ccc(NC(=O)Nc2ccc3c(c2)C(=O)N([C@@H](C)CO)C[C@@H](C)[C@H](CN(C)Cc2ccc(C(=O)O)cc2)OCCCC[C@@H](C)O3)cc1 | i
C[C@@H]1CN([C@@H](C)CO)C(=O)Cc2cc(NC(=O)Nc3ccc(F)cc3)ccc2O[C@@H]1CN(C)S(=O)(=O)c1cccs1 | i
CS(=O)(=O)N(CC(=O)Nc1ccccc1F)c1ccc(F)cc1 | i
Cc1ccc(S(=O)(=O)NC(=O)COc2cccc3ccccc23)c(C)c1 | i
C[C@H](CO)N1C[C@H](C)[C@@H](CN(C)C(=O)CCC(F)(F)F)OCCCC[C@H](C)Oc2ccc(NS(=O)(=O)c3ccc(F)cc3)cc2C1=O | +
C[C@@H]1CCCCO[C@@H](CN(C)C)[C@@H](C)CN([C@H](C)CO)C(=O)c2cc(NC(=O)C3CCCCC3)ccc2O1 | i
C/C=C/C1=C(Cl)C(=O)[C@@H](O)[C@@]1(O)C(=O)OC | +
CCO[C@@H]1OC(C(=O)NC2CC2)=C[C@H](c2ccc(C(F)(F)F)cc2)[C@H]1CCCO | i
Cc1noc(C)c1NC(=O)Nc1ccc2c(c1)C(=O)N([C@@H](C)CO)C[C@@H](C)[C@@H](CN(C)C(=O)NC(C)C)O2 | i
CCn1c(SCC(=O)Nc2cccc(OC)c2)nc2scc(-c3ccccc3)c2c1=O | i
C[C@H](CO)N1C[C@H](C)[C@@H](CN(C)Cc2ccncc2)OCc2cn(nn2)CCCC1=O | i

# Further results.
SMILES,NFkB SMM
CCn1cc(C(C)NC(=O)Nc2ccccc2C(=O)OC)c(C)n1 (centres undefined),i
CNC[C@H]1Oc2c(NC(=O)NC3CCCCC3)cccc2C(=O)N([C@@H](C)CO)C[C@H]1C,i
CCO[C@H]1OC(C(=O)NCc2ccccc2)=C[C@@H](C2CCCCC2)[C@@H]1CCCO,i
C[C@H](CO)N1C[C@H](C)[C@H](CN(C)Cc2ccc3c(c2)OCO3)Oc2c(NS(=O)(=O)c3cn(C)cn3)cccc2C1=O,i
C[C@@H]1CN([C@H](C)CO)C(=O)c2cc(NS(C)(=O)=O)ccc2O[C@@H](C)CCCCO[C@@H]1CN(C)S(=O)(=O)c1cccs1,i
C[C@@H]1CN([C@@H](C)CO)C(=O)Cc2cc(NC(=O)Nc3ccccc3)ccc2O[C@@H]1CN(C)C(=O)NC1CCCCC1,i
Cc1noc(C)c1NC(=O)Nc1ccc2c(c1)C(=O)N([C@@H](C)CO)C[C@H](C)[C@H](CN(C)C(=O)NC(C)C)OCCCC[C@H](C)O2,i
C[C@@H]1CN([C@@H](C)CO)C(=O)CCCn2cc(nn2)CO[C@H]1CN(C)S(=O)(=O)c1ccc(Oc2ccccc2)nc1,i
Cn1c(Cc2csc(N)n2)nnc1SC/C=C/c1ccccc1,i
Cc1noc(C)c1NC(=O)N(C)C[C@@H]1Oc2c(cccc2N(C)C)C(=O)N([C@@H](C)CO)C[C@@H]1C,i
C[C@H]1CN([C@@H](C)CO)C(=O)c2cc(NC(=O)Nc3ccc4c(c3)OCO4)ccc2O[C@H]1CN(C)C,i
CCN(CC)CCNc1ncnc2scc(-c3ccc(F)cc3)c12,i
CC(C)NC(=O)N(C)C[C@H]1Oc2c(NS(=O)(=O)c3cccs3)cccc2C(=O)N([C@@H](C)CO)C[C@H]1C,i
COc1ccc(CN(C)C[C@@H]2Oc3c(NC(=O)c4ccc(-c5nccs5)cc4)cccc3C(=O)N([C@H](C)CO)C[C@H]2C)cc1,i
O=C1CC(C(=O)NCc2ccccc2)N=C(N2CCCCC2)N1 (centres undefined),i
CCc1cccc(C)c1NC(=O)C(C)NS(=O)(=O)c1ccc(C)cc1 (centres undefined),i

# Compound activity as filed in PubChem BioAssay.
